# Assay outcomes deposited in PubChem BioAssay by Sanford-Burnham Center for Chemical Genomics.
# APJ agonist: agonists of human apelin receptor APJ, primary screen, CHO-K1 cells, PathHunter beta-arrestin, luminescence; P35414; 0% DMSO wells, 100% apelin; activation, % at 20 µM; 0.11% of 330,000 active; AID 2520, 2010;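 active = activation more than six SD over the plate average, tested at 20 µM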;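 note: 0% = DMSO alone and 100% = apelin-13 at 10 nM; some results filed as inactive read as strong as hits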
# Target sequence (P35414 whole entry, looked up): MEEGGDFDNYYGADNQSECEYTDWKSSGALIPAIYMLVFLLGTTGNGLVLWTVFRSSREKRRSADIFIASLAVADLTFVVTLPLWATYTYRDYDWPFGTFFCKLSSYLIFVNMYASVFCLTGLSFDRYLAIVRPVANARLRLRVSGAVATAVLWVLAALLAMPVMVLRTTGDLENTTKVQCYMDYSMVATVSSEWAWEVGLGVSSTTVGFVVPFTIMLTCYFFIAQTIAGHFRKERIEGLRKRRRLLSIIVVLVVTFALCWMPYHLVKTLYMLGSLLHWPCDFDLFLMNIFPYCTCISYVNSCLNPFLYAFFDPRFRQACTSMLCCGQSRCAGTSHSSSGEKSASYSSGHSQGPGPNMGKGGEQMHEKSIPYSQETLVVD
#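 Material: engineered CHO-K1 APJ arrestin reporter cells; amount: 1000 CHO-K1 reporter cells seeded per well; incubation: compound stimulation 90 min at 25 °C, detection 60 min; signal: luminescent beta-gal fragment complementation, chemiluminescent substrate; read-out basis: APJ agonist activity; controls: DMSO-only wells as negative, 10 nM Apelin-13 as positive control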
# APJ antag: antagonists of human apelin receptor APJ, primary screen, CHO-K1 cells, beta-arrestin complementation, luminescence; P35414; inhibition, % at 20 µM; 0.32% of 330,000 active; AID 2521, 2010;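 active = inhibition above about 40% at 20 µM, limit read from the data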;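 note: cells challenged with 10 nM apelin-13 agonist together with compound; plate controls were apelin-13 plus DMSO wells for no effect and DMSO wells lacking apelin-13 for full effect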
# CXCR6 block: CXCR6 receptor inhibitors, primary screen, cell-based, beta-arrestin, luminescence, CHO-K1 PathHunter, 1536-well | C-X-C chemokine receptor type 6 (Homo sapiens), O00574 | inhibition, % at 20 µM | AID 602244, 2012 | 0.36% of 360,000 active; in the data active = inhibition above about 34%, passing the limit was not always enough;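 note: antagonist mode with CXCL16 agonist at 10 nM final; 0% = 10 nM CXCL16 with DMSO and 100% = unstimulated wells without agonist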
# CHOP UPR activ: activators of apoptotic CHOP UPR arm, primary screen, cell-based, CHO-CHOP luciferase reporter, luminescence, uHTS | UPR activation; percent of tunicamycin response over DMSO baseline | activation, % at 10 µM | 0.34% of 330,000 active | AID 449763, 2010;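 active = at 10 µM dose, activation of 40% or more, normalized to positive control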;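 note: 100% = tunicamycin at 10 µg/mL and 0% = DMSO alone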
#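 measured by = luciferase luminescence | assay system = CHO-CHOP cells, stable luciferase reporter of PERK-eIF2a-CHOP signalling | amount = 500 reporter cells seeded per well | timing = 6 h compound exposure at 37 °C after overnight seeding | controls = positive tunicamycin 10 µg/mL, negative DMSO alone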
# EBI2 antag: EBI2 receptor antagonists, beta-arrestin recruitment, primary screen, cell-based, luminescence, 7a,25-OHC stimulation, uHTS | G-protein coupled receptor 183 (Homo sapiens), P32249 | 7a,25-OHC stimulated | inhibition, % at 5 µM | 0.81% of 360,000 active; in the data active = inhibition above about 38%;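 note: enzyme fragment complementation signal reports receptor beta-arrestin coupling in cells; 0% = agonist plus DMSO wells and 100% = wells without agonist; some results beyond the cut were filed as inactive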
# Target sequence (P32249 whole entry, looked up, the tested form may be a part): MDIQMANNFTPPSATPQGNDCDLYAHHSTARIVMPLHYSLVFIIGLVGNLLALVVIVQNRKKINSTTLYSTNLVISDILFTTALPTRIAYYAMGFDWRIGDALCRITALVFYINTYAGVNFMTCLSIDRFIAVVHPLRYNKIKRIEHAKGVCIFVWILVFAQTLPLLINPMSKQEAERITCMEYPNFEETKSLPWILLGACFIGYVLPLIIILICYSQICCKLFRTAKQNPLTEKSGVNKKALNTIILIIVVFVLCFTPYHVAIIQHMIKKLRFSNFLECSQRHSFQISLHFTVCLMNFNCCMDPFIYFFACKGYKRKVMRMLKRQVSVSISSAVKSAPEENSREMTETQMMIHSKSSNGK
# tim23-1 inh: growth inhibitors of tim23-1 mutant yeast, primary screen, luminescence, uHTS; 1.3% of 330,000 active; inhibition, % at 20 µM; S. cerevisiae tim23-1 growth, BacTiter-Glo luminescence, 24 h;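 active = growth inhibition of the mutant yeast at or above 50%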;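 note: temperature-sensitive mutant grown at 25 °C; plate controls were DMSO-treated mutant yeast for no effect and medium wells lacking yeast for full effect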
# CCR6 antagonist: CCR6 receptor antagonists, primary screen, cell-based, CHO-K1, luminescence, beta-arrestin, uHTS | 0.49% of 340,000 active | C-C chemokine receptor type 6 (Homo sapiens), P51684 | inhibition, % at 20 µM | CHO-K1 CCR6 PathHunter beta-arrestin, CCL20-stimulated;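 active = compounds whose inhibition of the agonist-driven luminescence signal at 20 µM reaches about 50%, limit read from the data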;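 note: cells stimulated with CCL20 at 14 nM final; plate controls were DMSO with CCL20 for no effect and DMSO without agonist for full effect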
# Mdm2 MdmX PPI: inhibitors of human Mdm2-MdmX association, primary screen, cell-based, luminescence, split luciferase, SaOS-2, uHTS. inhibition, % at 8 µM. Protein Mdm4 (Homo sapiens) + E3 ubiquitin-protein ligase Mdm2 (Homo sapiens), …. 3% of 330,000 active. SaOS-2 split-luciferase Mdm2/MdmX complementation;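 active = inhibition of at least 50% at 8 µM in the primary screen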
# XBP1 UPR activ: activators of adaptive XBP1 UPR arm, primary screen, cell-based, CHO-XBP1 luciferase reporter, luminescence, uHTS. IRE1-XBP1 UPR activation; percent of tunicamycin response, DMSO as zero. activation, % at 20 µM. 0.33% of 330,000 active;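 active = versus positive control, 20 µM dose yields 30% or more activation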;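 note: 100% = tunicamycin at 10 µg/mL and 0% = DMSO only wells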
#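 Signal: luciferase luminescence; Assay system: CHO-XBP1 luciferase reporter cells; Amount: one thousand reporter cells per well; Dosing: 20 µM single concentration, DMSO 1%; Benchmarks: high control tunicamycin 10 µg/mL final, low control DMSO vehicle only; Schedule: 6 h compound exposure at 37 °C, 5% CO2; Evaluation: percent activation relative to tunicamycin reference.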
# The depositor's hits bear a star. The list is partial; rates above refer to the full screens.
molecule	APJ agonist	APJ antag	CXCR6 block	CHOP UPR activ	EBI2 antag	tim23-1 inh	CCR6 antagonist	Mdm2 MdmX PPI	XBP1 UPR activ
CCNC(=O)CSc1nc2ccccc2c(=O)n1OC	-0.8	27.9	-6.5	0.0	-4.4	12.8	-17.6	5.4	-1.7
CC(C)CCOP(=O)(c1ccc(N(C)C)cc1)C(O)c1ccccn1 (stereo unspecified)	0.8	-4.1	6.7	-1.7	0.6	5.7	7.9	7.6	-1.6
CCCCn1cc(SCC(=O)O)c2ccccc21	0.7	4.5	3.2	-1.2	12.9	14.4	11.5	2.9	-1.7
CN(C)c1ccc(/C=N/NC(=O)Cn2nnc3ccccc32)cc1	-1.8	10.7	-9.2	3.5	-5.5	5.2	-2.2	26.1	2.4
O=C(CCCC(=O)OCC(=O)c1cccs1)Nc1ccc(F)cc1	-3.5	-12.9	-5.4	-1.6	-2.1	1.9	12.6	12.8	1.0
COc1cc2c(cc1NC(=S)Nc1cccc(C(F)(F)F)c1)oc1ccccc12	4.2	21.6	-6.3	1.1	2.1	39.8	7.8	29.4	0.1
Cc1ccccc1NC(=O)c1c(-c2ccccc2)noc1C	-3.7	-9.2	-1.9	-1.2	6.9	19.9	6.7	-12.7	-5.2
Cc1cc(NC(=O)C2C3C(=O)N(CC4CCCO4)C(C(=O)NCc4ccccc4)C34C=CC2(C)O4)no1 (stereo unspecified)	-3.9	-13.6	2.0	0.5	-4.4	10.2	-26.0	11.4	2.3
CCOc1ccc(S(=O)(=O)N2CCC(C(=O)NCC(=O)Nc3cccc(Cl)c3C)CC2)cc1	-2.5	-16.1	-7.4	1.2	22.1	16.1	-4.5	0.9	-2.0
Cc1ccccc1N1C(=O)CC1(C#N)c1ccc(OCc2ccccc2)cc1 (stereo unspecified)	1.6	-4.9	-10.8	1.2	11.4	12.3	-8.6	4.0	2.6
CCCC(c1nnnn1CCOC)N1CCN(C(=O)c2ccco2)CC1 (stereo unspecified)	-1.2	-2.1	5.2	4.5	-15.9	0.4	10.4	19.3	0.5
CCN1CCN(Cc2ccc(NC(=O)c3ccc(C)c(NC(=O)c4cccc(-c5cn[nH]c(=O)c5)c4)c3)cc2C(F)(F)F)CC1	-7.4	1.8	-6.2	3.0	3.6	14.5	-1.6	83.8*	-0.4
O=C(C1=C[C@@H](C2CCCCC2)C[C@@H](OCCCCO)O1)N1CCN(Cc2ccccc2)CC1	-3.7	-1.6	3.5	-1.5	-1.4	12.5	5.7	16.1	-1.5
O=C(/C=C/c1ccccc1)c1ccoc1	-5.1	0.1	-7.8	-0.5	-7.8	29.3	-3.2	4.2	-0.7
O=C(Nc1ccc(S(=O)(=O)Nc2ccccn2)cc1)c1cccc(Br)c1	-3.4	-49.2	-3.0	0.3	-5.8	-0.5	15.9	11.9	-2.8
CCCc1nnc(SCC(=O)NC2CCCCC2)n1CCOC	-0.8	4.4	-9.4	0.1	-0.2	6.4	-5.6	-33.4	-3.0
Cc1ccc(C)c(NNC(N)=S)c1	-2.8	-2.3	3.4	3.0	5.9	23.0	-8.5	-0.3	1.3
S=c1nccc(-c2ccc(Cl)cc2)[nH]1	2.1	23.9	2.3	0.7	11.9	15.2	4.5	16.8	0.1
O=C(NCCc1csc(-c2cccnc2)n1)c1c(F)cccc1F	-0.6	18.1	-3.0	-1.0	-23.8	21.2	5.8	5.0	1.2
COc1ccc(S(=O)(=O)CC2(O)CCN(C(=O)C(C)(C)C)CC2)cc1	-1.1	13.6	-6.2	-0.5	-2.9	6.2	0.5	10.7	-1.0
COc1ccc2oc(C(=O)OCC(=O)NCc3ccccc3OC)c(C)c2c1	-2.0	-23.0	-1.7	0.5	-1.7	-17.0	16.9	7.0	2.1
Cc1ccc2[nH]nc(C(=O)N3CCCC(C(=O)c4ccc(Cl)cc4)C3)c2c1 (stereo unspecified)	0.8	-2.2	-4.1	-1.1	1.5	27.7	-12.9	9.4	2.3
O=C(NNC(=O)c1cnccn1)c1ccc(Cl)c(Cl)c1	5.7	-30.8	-10.2	-0.3	-6.6	32.9	3.7	32.7	-2.6
CCn1cc(C2C(C(=O)Nc3ccc(Br)cn3)=C(C)NC3=C2C(=O)CCC3)c(C)n1 (stereo unspecified)	0.6	6.2	3.1	2.8	-5.8	-0.9	-4.7	-21.6	-0.3
Cc1c(C(=O)NC2CCCCC2)oc2c1C(=O)CC(C)(C)C2	-5.9	-3.2	5.6	1.1	-1.5	26.4	6.8	15.8	-3.2
COC(=O)C1=C(C)NC(=O)C1(NC(=O)CN1CCCC1=O)C(F)(F)F (stereo unspecified)	0.4	-10.5	4.2	1.7	-6.3	4.8	4.8	22.8	-1.8
Cc1c(C#N)c2ccccc2n1CCOc1ccccc1F	-2.0	10.6	11.4	-1.4	19.6	18.2	20.8	9.0	-0.1
COc1cccc(NC(=O)N2CCCC2C(=O)NCc2ccccc2)c1 (stereo unspecified)	-2.4	-7.5	-2.4	-0.2	-14.9	13.7	11.1	-14.3	-2.7
COc1ccc(NC(=O)C23CC4CC(C2)CC(n2cnc(Br)n2)(C4)C3)cc1Cl	-6.5	28.5	12.0	-0.9	9.8	30.1	13.6	-2.8	-1.0
Clc1ccc(-c2onc3c2CCCC3)cc1	-1.2	4.5	-10.5	1.5	2.7	18.2	5.9	15.1	-0.4
COc1ccc(CN2C(=O)c3cccnc3C2=O)cc1S(=O)(=O)N1CCOc2ccc(C)cc21	4.1	9.7	7.6	0.4	-14.3	17.3	10.9	-6.2	-6.2
CC1CCC/C(=N\NS(=O)(=O)c2ccccc2)C1 (stereo unspecified)	-1.2	-9.7	3.9	1.1	-7.7	2.8	6.3	-16.9	-0.5
COc1ccc(N2CC(C(=O)OCC(=O)c3cccc(OC)c3)CC2=O)cc1 (stereo unspecified)	-5.8	3.3	12.2	-1.8	-4.0	4.8	3.5	11.2	-1.0
O=C(NCCO)/C(=C\c1cccc([N+](=O)[O-])c1)NC(=O)c1ccco1	-2.6	13.7	-8.5	0.5	-5.7	-10.9	16.7	14.5	-1.2
CC(C)CC(=O)N1CCN(Cc2cccc(F)c2)CC1	-0.6	7.6	-2.7	0.2	-19.2	0.6	-11.2	25.7	-2.3
OC(CN1CCN(Cc2ccccc2)CC1)c1ccc(Br)cc1 (stereo unspecified)	3.3	-1.6	7.2	0.4	1.4	-76.3	6.2	-33.9	-0.3
O=[N+]([O-])c1ccc(N2CCN(C(=S)Nc3ccc(F)cc3)CC2)cc1	-2.7	10.6	0.1	1.0	5.1	6.5	11.5	4.8	-2.2
O=C1OCC2=C1C(c1ccc(F)cc1)Sc1ccccc1N2 (stereo unspecified)	-1.4	17.1	2.5	-2.1	8.0	-13.9	-13.3	47.2	-3.8
CCOC(=O)c1c(C)[nH]c(C)c1S(=O)(=O)NCCCc1ccco1	2.5	-6.0	2.4	0.8	-0.3	-7.5	0.2	-12.8	-6.0
CCN1C(=O)/C(=C/N2CCc3ccccc3C2)SC1=S	0.4	14.9	1.4	6.6	5.5	18.8	18.8	-35.8	1.6
COc1ccc(C(=O)N2CCCC(Nc3ccc(F)cc3)C2)cc1F (stereo unspecified)	-3.5	1.1	-4.7	0.9	2.1	-2.9	10.5	6.6	-1.2
Fc1ccc(C2CCCN2Cc2nc(Cc3ccccc3)no2)cc1 (stereo unspecified)	-2.5	-7.8	3.4	-1.1	4.6	22.1	12.3	21.0	-3.8
CCCn1cnc2scc(-c3ccc(OC)cc3)c2c1=O	-0.3	1.7	7.4	2.2	-5.3	25.2	10.5	0.3	2.2
CC(C)CCNC(=S)Nc1ccc(F)cc1	-2.2	12.5	10.9	1.7	-5.5	25.1	11.8	15.2	1.3
COC(=O)c1sc(SC)c(S(=O)(=O)C(C)C)c1N/N=C(\C#N)C(=O)c1ccccc1	-3.6	18.6	13.1	-1.7	5.3	3.9	27.5	23.9	1.5
COC(=O)n1ccc(C(=O)Nc2ccccc2F)n1	-4.3	11.7	-9.8	2.8	-11.2	-3.1	0.6	-0.3	2.6
Cc1ccc(C(=O)CSc2nnnn2-c2ccccc2)o1	-3.7	17.3	7.0	1.5	2.0	45.4	12.8	-8.2	1.7
Cc1ccc(C(=O)NC2CCCCCC2)cc1N1CCCC1=O	-3.9	1.3	2.1	5.5	-4.8	7.3	16.3	-24.4	2.4
CCCN(CCC)C(=O)/C=C/c1cccc([N+](=O)[O-])c1	-4.9	3.1	3.6	0.9	9.9	22.9	-0.9	-22.7	1.3
O=C(NCc1ccc(F)cc1)C1CCN(S(=O)(=O)N2CCOCC2)CC1	-2.4	15.2	-3.8	-1.4	-2.4	2.4	4.3	-47.9	-1.7
C/C=C/c1ccc(OCCOc2ccc(C=O)cc2OC)c(OC)c1	-0.8	-10.8	-4.7	0.4	-7.3	8.0	-10.6	-8.0	-2.0
COc1ccc(S(N)(=O)=O)cc1N(C)S(=O)(=O)c1ccccc1	-3.0	-24.0	-7.1	-2.1	10.8	15.4	-1.7	-2.7	0.3
CCc1ccc(NC(=O)N2CCCCCC2)cc1	-0.1	24.9	2.7	4.5	-10.2	14.9	4.4	-12.6	0.0
COc1ccc(N(CC(=O)NCCSCc2ccco2)S(=O)(=O)c2ccccc2)cc1Cl	-0.7	7.3	-4.2	-0.8	30.7	22.2	11.2	7.6	-7.3
Cc1ccc(C)c(CN2CCC(CNC(=O)Nc3ccc(C)c(C)c3)CC2)c1	-0.7	-3.8	6.4	-1.4	27.9	11.7	4.1	18.4	-0.9
CCc1c(C)c2ccc(OCC(=O)N(C)C)c(C)c2oc1=O	1.0	10.4	-4.1	2.5	0.9	16.2	5.5	-11.1	5.5
Cc1ccc(S(=O)(=O)Nc2ccc3nc(N)sc3c2)cc1	-1.6	-16.2	-13.0	-1.3	-17.9	-2.2	6.5	6.0	-1.6
